From PubChem
POLB inh: blocks human DNA polymerase beta activity | Pol beta primer extension/strand displacement, fluorescence kinetic | Potency, µM (doses to about 114 µM), for the others: at the highest dose activity change, negative = inhibition, usual class: inhibitors | actives 1.3% (n = 340,000); note: potency is the fitted concentration of half-maximal effect; % is set by controls: 0 for no effect and ±100 for the full control effect
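Preincubation: enzyme (10 nM) with compound, 15 min, RT. Reaction: substrate added to 50 nM final. Reads: 0 and 10 min. Analysis: normalized, Hill fit.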
Apoferritin bind: binds horse apoferritin like a general anesthetic. Potency, µM (series often up to 77.5 µM), inactives show at the top dose activity change, negative = displacement, usual class: inhibitors. P02791. apoferritin/1-aminoanthracene competitive binding, fluorescence. actives 0.074% (n = 350,000). AID 485281; note: potency is the fitted concentration of half-maximal effect; % is set by controls: 0 for no effect and ±100 for the full control effect; nearly all actives have a fitted effect of over 20% in size
Target sequence (P02791 2-175 limits assumed): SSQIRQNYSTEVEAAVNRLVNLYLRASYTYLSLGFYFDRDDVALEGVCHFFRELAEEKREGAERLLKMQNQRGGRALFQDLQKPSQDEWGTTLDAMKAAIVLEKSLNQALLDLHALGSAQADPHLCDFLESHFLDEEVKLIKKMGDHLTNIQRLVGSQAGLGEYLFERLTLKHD
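Concentration-response curves derived by four-parameter Hill fitting of normalized fluorescence, where compounds displaced 1-AMA from 10 uM horse apoferritin following a brief 10 min room-temperature incubation; propofol titration acted as positive control.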
ALOX12 inh: inhibitors of human 12S-lipoxygenase ALOX12; P18054; purified 12hLO, xylenol orange hydroperoxide absorbance; Potency, µM (top dose mostly 108 µM), inactives show top-dose activity change, negative = inhibition, usual class: inhibitors; actives 1.1% (n = 580,000); AID 1671190; note: potency is the fitted concentration of half-maximal effect; % is set by controls: 0 for no effect and ±100 for the full control effect
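Hydroperoxide product was detected by ferrous iron/xylenol orange as the 573 to 405 nm absorbance ratio. Arachidonic acid at 40 uM (final) was turned over for 30 min at room temperature by 150 nM human 12hLO, pH 7.0 Hepes buffer, after 15 min compound preincubation.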
POLI inh: DNA polymerase iota (human) inhibition; Pol iota fluorescent replication assay, 10 min; Potency, µM (top dose mostly 115 µM), for inactives: top-dose activity, negative = inhibition, hits mostly inhibitors; actives 1% (n = 390,000); AID 588590; note: potency is the fitted concentration of half-maximal effect
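Fluorescent replication assay read twice, at 0 min and 10 min after adding 50 nM (final) substrate. Enzyme (10 nM) and compounds were first incubated 15 min at room temperature; enzyme-free buffer wells were negative controls.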
BLM inh: Bloom syndrome helicase (human) inhibition; P54132; recombinant BLM DNA unwinding, fluorescence dequenching; Potency, µM (highest dose often 56.1 µM), inactives show at the highest dose activity change, negative = inhibition, hits mostly inhibitors; actives 0.2% (n = 350,000); AID 2528;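 note: potency is the fitted concentration of half-maximal effect; plate controls were vehicle for no effect and no enzyme for full effect; nearly all actives have a fitted effect of over 35% in size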
APEX1 inh: inhibitors of human APE1 endonuclease. actives 0.35% (n = 350,000). Potency, µM (top dose mostly 65.8 µM), for the others: top-dose activity change, negative = inhibition, actives largely listed as inhibitors. P27695. recombinant APE1, TAMRA/BHQ-2 abasic DNA cleavage fluorescence. AID 2517;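 note: potency is the fitted concentration of half-maximal effect; plate controls were vehicle for no effect and reference inhibitor for full effect; nearly all actives have a fitted effect of over 55% in size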
Target sequence (P27695 whole entry, looked up): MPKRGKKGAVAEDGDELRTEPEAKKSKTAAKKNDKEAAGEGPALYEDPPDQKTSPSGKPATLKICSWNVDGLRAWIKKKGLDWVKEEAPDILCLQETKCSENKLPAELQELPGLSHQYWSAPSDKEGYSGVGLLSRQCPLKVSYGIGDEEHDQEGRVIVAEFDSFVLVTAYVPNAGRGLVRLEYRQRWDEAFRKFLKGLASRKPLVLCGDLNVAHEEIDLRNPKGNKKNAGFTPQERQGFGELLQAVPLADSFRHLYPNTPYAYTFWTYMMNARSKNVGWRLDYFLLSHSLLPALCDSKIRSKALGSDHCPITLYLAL
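Compound pre-exposure to 0.75 nM APE1, 15 min at ambient temperature. Reaction initiated with 50 nM TAMRA/BHQ-2 THF substrate, read immediately in kinetic mode, 525 nm excitation, 598 nm emission.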
TRHR agonist: TRH receptor (human) agonism | P34981 | TRHR cells, calcium flux fluo-8, FDSS agonist mode | activation, % at 2 µM | actives 0.18% (n = 360,000); in the data active = activation above about 30%; note: 0% is about no effect
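In this calcium-flux screen, cells bearing human TRHR are dye-loaded with fluo-8, baselined for 10 cycles, then exposed to library compounds; positive kinetic calcium responses during the agonist phase mark hits, with TRH as control.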
ERG-DNA inh: ERG Ets/DNA interaction inhibition; P11308; fluorescence polarization, His-ERG Ets domain / labelled DNA; Potency, µM (highest dose often 76.9 µM), without a hit: top-dose FP activity, negative = inhibition, actives largely listed as inhibitors; actives 0.028% (n = 370,000); AID 624246; active = well fitted inhibition curve with a large enough effect in the polarisation, with a control signal flat; inconclusive = small, poorly fitted or top-dose-only effect, or effect the other way, or a change in a side signal; inactive = no such curve, though single readings can be large or run the other way; the % refers to the polarisation;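 note: polarization taken with two DNA probes labelled with fluorescein and Texas red; potency is the fitted concentration of half-maximal effect; % of control where 0% means no effect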
Target sequence (P11308 whole entry, looked up, the tested form may be a part): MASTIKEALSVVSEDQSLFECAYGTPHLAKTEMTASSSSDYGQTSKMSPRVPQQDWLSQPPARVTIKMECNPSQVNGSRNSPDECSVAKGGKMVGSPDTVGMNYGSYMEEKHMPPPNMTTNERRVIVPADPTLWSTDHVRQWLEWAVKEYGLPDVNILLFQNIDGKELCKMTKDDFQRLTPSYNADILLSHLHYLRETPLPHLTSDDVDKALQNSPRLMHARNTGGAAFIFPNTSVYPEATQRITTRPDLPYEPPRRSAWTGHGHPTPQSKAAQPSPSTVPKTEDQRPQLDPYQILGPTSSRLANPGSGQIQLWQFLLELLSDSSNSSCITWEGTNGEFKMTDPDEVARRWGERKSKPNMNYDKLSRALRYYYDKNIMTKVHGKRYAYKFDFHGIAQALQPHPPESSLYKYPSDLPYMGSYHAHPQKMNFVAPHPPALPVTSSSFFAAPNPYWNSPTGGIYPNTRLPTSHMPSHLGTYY
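His-tagged ERG Ets domain (1 uM in the protein solution; 300mM KCl, 50mM Tris-HCl, 1mM EDTA, 1mM DTT, pH 7.5) received compound, then a probe mix of 5 nM fluorescein-DNA and 100nM Texas-615-DNA. Fluorescence polarization was read for both dyes.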
POLK inh: inhibitors of human DNA polymerase kappa | Q9UBT6 | purified Pol kappa, fluorescent DNA synthesis assay, 10 min | Potency, µM (top dose mostly 107 µM), for the others: at the highest dose activity, negative = inhibition, actives largely listed as inhibitors | actives 0.53% (n = 400,000); note: potency is the fitted concentration of half-maximal effect; % is set by controls: 0 for no effect and ±100 for the full control effect
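Pol kappa 10 nM + cpd, 15 min RT; start w/ substrate 50 nM final; fluorescence kinetic read, 0 and 10 min. Neg ctrl: buffer, no enzyme.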
* hit, by the source's call; ? = inconclusive; . = no result given; [ ] = another dose, or the depositor's remark. Unless noted, calls come from the whole dose curve; as a rule, active = well fitted curve in the direction sought with a large enough effect; inconclusive = small, poorly fitted or top-dose-only effect, or another doubt; inactive = no such curve, though single readings can be large; an effect the other way counts as inactive or inconclusive. This is a subset; count on the stated rates, not on these rows.

SMILES	POLB inh	Apoferritin bind	ALOX12 inh	POLI inh	BLM inh	APEX1 inh	TRHR agonist	ERG-DNA inh	POLK inh
Cc1ccccc1NC(=S)N(Cc1ccccn1)Cc1ccccc1Cl	-1%	-13%	3%	10%	-12%	1%	-0.1	0%	-2%
CN(C)CCNC(=O)c1ccc2c(c1)N(Cc1c(F)cccc1Cl)C(=O)c1ccccc1S2	32%	-7%	?	7%	5%	.	3.2	-16%	-10%
Cc1cc(C)c(S(=O)(=O)Nc2cc(Cl)c3oc4c(c3c2)C(=O)CCC4)cc1C	-2%	-4%	-22%	-8%	-6%	.	0.6	0%	-4%
COc1cccc(/C=N/n2c(SC)nnc2-c2ccccc2)c1O	9%	9%	379%[activator]	12%	-1%	1%	5.5	0%	-3%
O=C(Nc1ccccc1-c1ccccc1)C1CCCN(c2ncccn2)C1 (stereo not drawn)	38%	-6%	16%	-20%[58.9 µM]	-4%	-5%	0.7	-1%	-23%
COC(=O)c1ccc(N2C(=O)CC(N(C)CCc3ccc(OC)c(OC)c3)C2=O)cc1 (stereo not drawn)	1%	-14%	3%	4%	2%	-2%	0.5	-10%	-8%
Cc1cc(C)cc(Oc2nc(C(F)(F)F)nc3ccccc23)c1	5%	-15%	14%	7%	0%	-1%	-0.3	6%	-3%
COCCn1c(=S)[nH]c2cc(C(=O)N(CCO)Cc3ccccc3)ccc2c1=O	17%	-4%	-1%	12%	1%	24%	-0.1	-7%	-4%
CCc1nnc(NC(=O)C2CCN(S(=O)(=O)Cc3ccccc3)CC2)s1	-20%	-1%	-4%	67%[activator]	-3%	-9%	0.8	-15%	-11%
COc1ccc(-c2csc(Nc3ccccc3)[n+]2Cc2ccccc2)cc1	-1%	18%	-16%	12%	-4%	-7%	0.0	-3%	6%
Cn1c(=O)c2[nH]c(Cc3cccc4ccccc34)nc2n(C)c1=O	.	.	-10%	13%	.	.	.	7%	-5%
COc1ccc(CNC(=O)C2CCCN(c3nn4c(=O)cc(C)nc4s3)C2)cc1 (stereo not drawn)	23%	-5%	10%	13%	-1%	42%[activator]	0.6	5%	16%
COc1ccc(CCNC(=O)C(=O)NCc2ccc(C)cc2)cc1OC	-7%	-5%	-20%	24%	2%	0%	-0.8	-1%	-2%
Cc1ccc(N(CC(=O)Nc2cc(C)ccc2C)S(=O)(=O)c2c(C)noc2C)cc1	-21%	-11%	-23%	-3%	-9%	.	-0.6	-3%	-6%
CCCc1nc2sc3c(N4CCCCC4)ncnc3c2c2c1CCCC2	2%	-8%	-13%	5%	-1%	.	-0.5	-1%	-2%
Cc1cccc(NC(=S)NC(=O)CC2CC(C)(C)OC2=O)c1 (stereo not drawn)	27%	-14%	-10%	18%	-2%	-6%	0.2	8%	5%
CCN(CC)CCN(C(=O)c1ccc(S(=O)(=O)N(C)C2CCCCC2)cc1)c1nc2ccc(OC)cc2s1	1%	-19%	498%[activator]	24%	-10%	11%	0.3	1%	2%
O=C(Nc1ccc(Cc2ccncc2)cc1)C1CCC(N2C(=O)C3CC=CCC3C2=O)CC1 (stereo not drawn)	?	?	27%	?	-2%	-4%	-0.4	.	-4%[60.1 µM]
COc1ccc(-c2csc(NC(=O)Cn3nc(C)cc3C)n2)cc1	21%	-7%	0%	13%	-3%	-2%	-0.6	0%	0%
CN(C(=O)CSc1nc2cc([N+](=O)[O-])ccc2n1-c1ccc(F)cc1)C1CCS(=O)(=O)C1 (stereo not drawn)	9%	-4%	1%	?	-16%	-7%	-0.9	-4%	-24%
COc1ccc2c(c1)CCc1c(C(=O)Nc3ccn(Cc4ccc(C)cc4)n3)noc1-2	36%	-6%	-16%	4%[58.9 µM]	-2%	-4%	-0.1	-13%	-3%
CCCCc1nn2c(=O)cc(COC(=O)c3ccccc3NC(=O)c3ccccc3OC)nc2s1	2%	26%	-2%	?	-1%	.	0.3	0%	-4%[60.1 µM]
CCOC(=O)N1CCN(C(=O)CCSCCc2ccncc2)CC1	1%	-4%	0%	1%	-2%	1%	0.3	-3%	-8%
CCC(C)NC(=O)Cn1ccc2cc(S(=O)(=O)N3CCCCC3)ccc21 (stereo not drawn)	2%	-12%	-7%	13%	-2%	.	0.2	3%	-13%[60.1 µM]
O=C(NCC(c1ccco1)N1CCN(c2ccccc2F)CC1)C(=O)NC1CC1 (stereo not drawn)	.	.	8%	4%	.	3%	0.4	-4%	-4%
CC1CCCCN1c1nnc(NC(=O)Nc2ccccc2F)s1 (stereo not drawn)	-19%	-7%	0%	24%	-10%	.	-0.2	0%	1%
COc1ccccc1/C=C1\SC(=S)N(CCC(=O)N2CCN(C)CC2)C1=O	7%	-18%	?	5%	-13%	-18%	-0.4	-3%	-3%
N#C/C(=C/c1ccc(N2CCOCC2)o1)c1ccc(Cl)cc1	15%	-24%	7.9µM*	?	0%	-7%	2.1	.	-9%
COc1ccc(CC(=O)Nc2ccc(C(C)=O)cc2)cc1	1%	-10%	?	-10%	-5%	-5%	-0.2	7%	-25%
Cc1sc2ccc3sccc3c2[n+]1C	-18%	-21%	11µM*	?	-8%	1%	2.9	4%	-9%

In a second layout: entries from further up
| Molecule | POLB inh | Apoferritin bind | ALOX12 inh | POLI inh | BLM inh | APEX1 inh | TRHR agonist | ERG-DNA inh | POLK inh |
| --- | --- | --- | --- | --- | --- | --- | --- | --- | --- |
| COc1ccc(-c2csc(NC(=O)Cn3nc(C)cc3C)n2)cc1 | 21% | -7% | 0% | 13% | -3% | -2% | -0.6 | 0% | 0% |
| CN(C(=O)CSc1nc2cc([N+](=O)[O-])ccc2n1-c1ccc(F)cc1)C1CCS(=O)(=O)C1 (stereo not drawn) | 9% | -4% | 1% | ? | -16% | -7% | -0.9 | -4% | -24% |
| COc1ccc2c(c1)CCc1c(C(=O)Nc3ccn(Cc4ccc(C)cc4)n3)noc1-2 | 36% | -6% | -16% | 4%[58.9 µM] | -2% | -4% | -0.1 | -13% | -3% |
| CCCCc1nn2c(=O)cc(COC(=O)c3ccccc3NC(=O)c3ccccc3OC)nc2s1 | 2% | 26% | -2% | ? | -1% | . | 0.3 | 0% | -4%[60.1 µM] |
| CCOC(=O)N1CCN(C(=O)CCSCCc2ccncc2)CC1 | 1% | -4% | 0% | 1% | -2% | 1% | 0.3 | -3% | -8% |
| CCC(C)NC(=O)Cn1ccc2cc(S(=O)(=O)N3CCCCC3)ccc21 (stereo not drawn) | 2% | -12% | -7% | 13% | -2% | . | 0.2 | 3% | -13%[60.1 µM] |
| O=C(NCC(c1ccco1)N1CCN(c2ccccc2F)CC1)C(=O)NC1CC1 (stereo not drawn) | . | . | 8% | 4% | . | 3% | 0.4 | -4% | -4% |
| CC1CCCCN1c1nnc(NC(=O)Nc2ccccc2F)s1 (stereo not drawn) | -19% | -7% | 0% | 24% | -10% | . | -0.2 | 0% | 1% |
| COc1ccccc1/C=C1\SC(=S)N(CCC(=O)N2CCN(C)CC2)C1=O | 7% | -18% | ? | 5% | -13% | -18% | -0.4 | -3% | -3% |
| N#C/C(=C/c1ccc(N2CCOCC2)o1)c1ccc(Cl)cc1 | 15% | -24% | 7.9µM* | ? | 0% | -7% | 2.1 | . | -9% |
| COc1ccc(CC(=O)Nc2ccc(C(C)=O)cc2)cc1 | 1% | -10% | ? | -10% | -5% | -5% | -0.2 | 7% | -25% |
| Cc1sc2ccc3sccc3c2[n+]1C | -18% | -21% | 11µM* | ? | -8% | 1% | 2.9 | 4% | -9% |

Following part.
SMILES	POLB inh	Apoferritin bind	ALOX12 inh	POLI inh	BLM inh	APEX1 inh	TRHR agonist	ERG-DNA inh	POLK inh
CCN(CC)S(=O)(=O)c1ccc(NC(=O)COc2c(OC)cccc2OC)cc1	-1%	-15%	-5%	1%	-8%	-3%	0.7	-2%	-12%
CC1=C(C(=O)NCc2ccccc2F)C2(CCCCC2)OC1=O	10%	-9%	-27%	-17%	-1%	.	0.1	2%	0%
COc1ccc(CN2CCN(C(C)C(=O)N(C)Cc3cccc(F)c3)CC2)cc1OC (stereo not drawn)	3%	-2%	-70%	-20%	-4%	60%[activator]	-1.8	-2%	-8%
Cc1ccc(C)c(N2CCN(S(=O)(=O)c3ccc4[nH]c(=O)c(=O)[nH]c4c3)CC2)c1	4%	?	-8%	-5%	-6%	11%	0.3	4%	?
O=C(c1ccc(N2C(=O)C3C4c5ccccc5C(c5ccccc54)C3C2=O)cc1)N1CCOCC1 (stereo not drawn)	24%	-6%	-10%	15%	1%	11%	0.0	0%	-16%
C[n+]1ccccc1/C=C/c1cc(Br)ccc1O	33%	-2%	?	52%[activator]	-3%	6%	0.7	-22%	-5%
S=C(NCCc1ccccc1)N/N=C/c1cccs1	.	.	?	-19%	.	.	.	9%	-32%
C(=N\N1CCN(Cc2ccccc2)CC1)/c1ccc(-c2ccccc2)cc1	51%	-2%	-3%	14%	-4%	-2%	0.5	-2%	-8%
Cc1cccc(C)c1OCC(=O)N/N=C/c1cccnc1	0%	4%	-1%	-15%	-3%	25%	0.7	-4%	-17%
COc1cccc(NC(=O)C(=O)c2cn(CC(=O)N3CCCC3)c3ccccc23)c1	-1%	-16%	2%	-13%	-1%	2%	0.0	8%	-3%
CC1CCN(C2CCN(C(=O)c3ccccc3F)CC2)CC1	22%	5%	-63%	1%	-5%	0%	0.6	-4%	-2%
COc1ccc2nc(C)cc(SCC(=O)NNC(=O)COc3ccccc3)c2c1	7%	-3%	8%	11%	-2%	19%	.	0%	-20%
CCCCN1C(=O)c2ccc(C(=O)NC3=NCCS3)cc2C1=O	-17%	?	-1%	2%	-3%	-5%	0.2	3%	-2%
c1ccc2[nH]c(-c3nc4ccccc4[nH]3)nc2c1	30%	-8%	4%	3%	-3%	8%	-1.0	-1%	-19%
Cn1nnnc1Sc1ncnc2scc(-c3ccc(Br)cc3)c12	.	.	-1%	?	.	23%	0.2	.	-14%
